Bioassay records: PubChem, National Center for Advancing Translational Sciences (NCATS)
aSyn yeast inh = rescues yeast growth from alpha-synuclein toxicity. AID 652106. 0.14% of 370,000 active. Potency, µM (top dose mostly 46.1 µM), for the others: at the top dose growth rescue (activation), hits mostly activators. Yeast expressing alpha-synuclein, growth rescue, BacTiter-Glo, 24 h; further: potency means the concentration at half of the fitted maximal effect; % of control where 0% means no effect; nearly all actives have a fitted effect of over 65% in size
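Screening used galactose-induced yeast with toxic alpha-synuclein levels, exposed to compound for 24 hr at 30 deg C. Cell growth, read with BacTiter-Glo luminescence, gave the measured signal.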
Abeta rescue = restores growth of yeast expressing A-beta42 peptide; Potency, µM (doses to about 46.1 µM), without a hit: top-dose growth rescue, actives largely listed as activators; 0.063% of 410,000 active; AID 1347071; yeast expressing A-beta42, growth rescue, OD600, 48 h; response scale: 0% DMSO, 100% iron-clioquinol control; further: potency means the concentration at half of the fitted maximal effect; nearly all actives have a fitted effect of over 55% in size
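Yeast growth medium received pinned compounds, then yeast cells expressing toxic A-beta were added; plates incubated at 30 C for 48 hr. Growth read as absorbance at 600 nm, normalized to DMSO and equimolar FeCl3 plus clioquinol controls.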
DRD3 antagonist = antagonists of human D3 dopamine receptor. AID 652054. D3R cells, DiscoveRx beta-arrestin luminescence, antagonist mode; stronger effect = lower value. max response, negative = inhibition, %. 2.5% of 360,000 active. P35462; in the data active means max response below about -50%; inconclusive means no clear call, values can overlap the other calls; further: on the % scale 0 is the no-effect control and ±100 the full control effect; mostly tested at two doses, the higher about 12 µM
Target sequence (P35462 whole entry, looked up): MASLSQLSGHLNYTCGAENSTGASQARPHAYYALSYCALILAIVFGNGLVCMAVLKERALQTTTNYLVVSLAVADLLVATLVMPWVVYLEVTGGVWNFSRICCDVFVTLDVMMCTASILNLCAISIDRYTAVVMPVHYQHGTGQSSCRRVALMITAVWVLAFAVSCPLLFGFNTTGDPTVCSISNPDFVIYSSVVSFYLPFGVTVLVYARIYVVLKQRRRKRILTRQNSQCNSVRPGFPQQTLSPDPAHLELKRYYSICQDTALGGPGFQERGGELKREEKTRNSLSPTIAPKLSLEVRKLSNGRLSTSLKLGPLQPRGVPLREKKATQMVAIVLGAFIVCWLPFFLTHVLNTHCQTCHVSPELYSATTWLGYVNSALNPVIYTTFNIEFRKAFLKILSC
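Cells plated overnight at 1500 cells/well, then exposed to library compounds with dopamine controls for 90 minutes at 37 degrees C. DiscoveRx reagent added for 30–60 minutes at room temperature; luminescence read, quantitative HTS format.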
TDP-43 yeast inh = inhibitors of TDP-43 toxicity in yeast; TDP-43 expressing yeast growth rescue, BacTiter-Glo, 24 h; Potency, µM (doses to about 46.1 µM), for inactives: at the top dose growth rescue (activation), most hits filed as activators; 1.8% of 410,000 active; further: potency means the concentration at half of the fitted maximal effect; % of control where 0% means no effect; nearly all actives have a fitted effect of over 50% in size
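Yeast cells expressing TDP-43 under galactose induction are exposed to compounds for 24 hr at 30 deg C. BacTiter-Glo luminescence measures growth, so protective compounds score as activators.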
GLP-1R inv ag = inverse agonists of human GLP-1 receptor. P43220. HEK293 GLP-1R CRE-luciferase, luminescence, 24 h; GLP-1R form is constitutively active. Potency, µM (doses to about 38.3 µM), for the others: top-dose activity change, negative = inhibition, actives largely listed as inhibitors. 1.6% of 410,000 active. AID 624417; further: potency means the concentration at half of the fitted maximal effect; on the % scale 0 is the no-effect control and ±100 the full control effect; nearly all actives have a fitted effect of over 55% in size
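HEK293 cells stably co-expressing constitutively active GLP-1R and a cAMP-responsive luciferase reporter were seeded in DMEM with 10% Nu serum, given compounds after 12 h, and incubated 24 h at 37 deg C. Luminescence was then read.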
PTHR1 agonist = agonists of human PTHR1 parathyroid hormone receptor; Q03431; HEK293 GP2 PTHR1 cells, GloSensor cAMP luminescence, 1 h; Potency, µM (titrated, usually from 115 µM), for the others: top-dose activation, most hits filed as activators; 0.075% of 410,000 active; further: potency means the concentration at half of the fitted maximal effect; nearly all actives have a fitted effect of over 55% in size; some results filed as inactive show a strong effect at the top dose; inactives centre near -15; many of its hits are not listed in these tables
Target sequence (Q03431 whole entry, looked up): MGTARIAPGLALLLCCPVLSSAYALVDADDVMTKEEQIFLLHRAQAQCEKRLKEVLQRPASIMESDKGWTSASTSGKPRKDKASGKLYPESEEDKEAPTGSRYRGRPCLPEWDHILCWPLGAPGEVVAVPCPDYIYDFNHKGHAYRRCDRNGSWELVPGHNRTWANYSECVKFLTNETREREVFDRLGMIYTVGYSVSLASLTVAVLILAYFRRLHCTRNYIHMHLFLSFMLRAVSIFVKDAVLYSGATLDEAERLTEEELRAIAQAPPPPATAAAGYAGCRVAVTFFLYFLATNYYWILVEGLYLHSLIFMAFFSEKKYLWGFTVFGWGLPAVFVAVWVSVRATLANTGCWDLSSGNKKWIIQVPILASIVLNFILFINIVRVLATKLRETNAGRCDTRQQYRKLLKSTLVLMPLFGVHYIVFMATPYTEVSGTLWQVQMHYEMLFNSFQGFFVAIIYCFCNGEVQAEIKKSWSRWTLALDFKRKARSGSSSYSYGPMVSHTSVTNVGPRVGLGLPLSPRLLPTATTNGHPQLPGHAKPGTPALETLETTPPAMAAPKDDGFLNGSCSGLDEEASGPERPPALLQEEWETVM
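HEK-293-derived GP2 cells expressing PTHR1 and a GloSensor cAMP reporter, 3,000/well, plated overnight, given luciferin plus IBMX (each 0.5 mM as added) for 1 h at 37 °C, then compound for 1 h at 37 °C. Luminescence was read after 15 min at room temperature.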
Akt phos inh = inhibitors of Akt phosphorylation; Neuro2A IGF-stimulated pAkt S473 HTRF, 20 min; stronger effect = lower value; activity change, % for hits at 50 µM; 0.32% of 360,000 active; AID 651550; in the data active means activity change below about -80%; inconclusive means mostly about -51% to -80%; further: on the % scale 0 is the no-effect control and ±100 the full control effect
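Single-point screen (50 µM final compound) in Neuro2A cells stimulated 20 min with 6 nM IGF at 37 deg C. After lysis, Ser473-phosphorylated Akt read by HTRF (ex 330 nm, em 615/665 nm) as the 665/615 ratio.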
FUS suppressor = rescues growth of FUS-expressing yeast. S. cerevisiae FUS-expressing, growth rescue, OD600, 24 h. Potency, µM (highest dose often 76.6 µM), inactives show at the top dose growth rescue (activation), hits mostly activators. 0.24% of 390,000 active;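 further: potency means the concentration at half of the fitted maximal effect; plate controls were DMSO vehicle for no effect and reference control for full effect; nearly all actives have a fitted effect of over 55% in size; some results filed as inactive show a strong effect at the top dose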
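Restored growth of FUS-toxic S. cerevisiae, read as 600 nm absorbance after 24 h at 30C in galactose medium (starting OD 0.005). Controls CP55940 and DMSO.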
GLP-1R agonist = GLP-1 receptor (human) agonism. HEK293 GLP-1R CRE-luciferase, luminescence, 4-6 h; cells express a hypersensitive GLP-1R form. P43220. 0.007% of 380,000 active. AID 624172. Potency, µM (titrated, usually from 45.6 µM), inactives show at the highest dose activation, hits mostly activators; further: potency means the concentration at half of the fitted maximal effect; % of control where 0% means no effect
Numbers without * were called inactive; i = inactive; ? = inconclusive; . = no result given; [ ] = dose if it differs, or a comment. Unless noted, the call rests on the fitted dose curve; in most records, active means well fitted curve in the direction sought with a large enough effect; inconclusive means small, poorly fitted or top-dose-only effect, or another doubt; inactive means no such curve, though single readings can be large; an effect the other way counts as inactive or inconclusive.

SMILES	aSyn yeast inh	Abeta rescue	DRD3 antagonist	TDP-43 yeast inh	GLP-1R inv ag	PTHR1 agonist	Akt phos inh	FUS suppressor	GLP-1R agonist
COc1ccc(CNC(=O)CCNC(=O)c2ccco2)cc1OC	0%	3%	-18	17%	0%	i	i	-10%	-7%
CC1=NN(Cc2ccccc2)C(=O)C1C(c1ccc(Cl)cc1)C(C#N)C#N (stereo unspecified)	-19%	9%	?	0%	-29%	-45%[inhibitor]	i	.	-6%
Cc1cc(C(F)(F)F)nn1CCCNC(=O)c1cnccn1	-1%	16%	-12	-12%	-9%	i	i	20%	-16%
CCCOc1ccc(CCC(=O)N/N=C/c2ccco2)cc1	6%	-9%	9	6%	-13%	i	i	-5%	6%
Cc1ccc(-n2nc(C(=O)O)c(C)c(C#N)c2=O)cc1Cl	-3%	-6%	23	-14%	1%	i	i	-22%	12%
COc1ccc(CNCC(=O)Nc2cc(C)nn2-c2nc(C)cc(C)n2)cc1OC	-10%	-15%	-27	-6%	-14%	i	i	-33%	8%
CCn1c(=S)[nH]c2scc(-c3cccs3)c2c1=O	2%	?	0	?	8%	-70%[inhibitor]	i	12%	5%
COc1ccc(N2C(=O)CC(Sc3nc(C)c4c(n3)CCCC4)C2=O)cc1 (stereo unspecified)	4%	14%	6	-8%	-23%	-24%[57.5 µM]	i	24%	-10%
CCCCNC(=O)COC(=O)c1cc(C)nc2ccccc12	0%	-3%	21	-20%	0%	-11%	i	-3%	-1%
CCCNc1nc(NCC)nc(OC)n1	-1%	8%	?	-1%	28%	-16%[57.5 µM]	i	-4%	-1%
Cc1cc(C)c(S(=O)(=O)NCC(c2ccco2)N2CCc3ccccc3C2)c(C)c1 (stereo unspecified)	2%	6%	-4	-8%	?	-16%	i	20%	2%
Cc1ccc(Nc2nnc(SC3CCOC3=O)s2)c(C)c1 (stereo unspecified)	4%	18%	3	-2%	-13%	-40%[inhibitor]	i	8%	0%
COc1ccc(NC(=O)c2c(NC(=O)c3cccc(C)c3)sc3c2CCCC3)cc1	.	-9%	.	11%	6%	-15%	.	12%	.
CC1Sc2ccc(S(=O)(=O)N3CCN(c4ccccc4)CC3)cc2NC1=O (stereo unspecified)	8%	6%	22	27%	?	-49%[inhibitor]	i	-19%	12%
OCc1nc2ccccc2n1CCCc1ccccc1	0%	-9%	-2	4%	-5%	i	i	17%	9%

The last 2 compounds of the part before are carried over, then new ones follow:
SMILES	aSyn yeast inh	Abeta rescue	DRD3 antagonist	TDP-43 yeast inh	GLP-1R inv ag	PTHR1 agonist	Akt phos inh	FUS suppressor	GLP-1R agonist
CC1Sc2ccc(S(=O)(=O)N3CCN(c4ccccc4)CC3)cc2NC1=O (stereo unspecified)	8%	6%	22	27%	?	-49%[inhibitor]	i	-19%	12%
OCc1nc2ccccc2n1CCCc1ccccc1	0%	-9%	-2	4%	-5%	i	i	17%	9%
CCOC(=O)CSc1nc2sc3c(c2c(=O)n1-c1ccc(OCC)cc1)CCN(C)C3	1%	-36%[inhibitor]	0	6%	17%	i	i	25%	0%
CCCCCCCCC1=NCCc2c1[nH]c1ccccc21	-1%	-15%	-17	-3%	?	-6%	i	24%	13%
CCCn1cc(CN2CCN(Cc3ccc(C)o3)C(CCO)C2)c(C)n1 (stereo unspecified)	2%	4%	4	-10%	4%	i	i	-2%	0%
O=C(NC(=S)Nc1ccccc1Cl)c1cncc(Br)c1	-1%	10%	-19	11%	1%	i	i	13%	-3%
COc1ccc(C2CC(=O)c3cnc4c(-c5ccccc5)c(C)nn4c3C2)cc1OC (stereo unspecified)	.	-20%	.	18%	8%	-4%	.	5%	0%
CC(NS(=O)(=O)c1ccc2c(c1)CC(C)N2C(=O)C1CC1)c1ccccc1 (stereo unspecified)	3%	15%	1	10%	5%	-25%	i	18%	9%
CC(=O)c1c(C)[nH]c(C(=O)Nc2cccc(S(=O)(=O)N3CCCCC3)c2)c1C	9%	6%	15	18%	-17%	-47%[inhibitor]	i	28%	-5%
Cc1cccc(NC(=O)c2nc[nH]c2C(=O)NCCCNC(=O)c2[nH]cnc2C(=O)Nc2cccc(C)c2)c1	1%	2%	146	10%	3%	-12%	i	-18%	-4%
O=C(Cc1ccc(F)cc1)N/N=C/c1ccc2c(c1)OCO2	-8%	-1%	8	-3%[0.397 µM]	17%	-4%	i	-16%	5%
C[C@]12C[C@H](O)[C@@H]3c4ccc(O)cc4CCC3[C@@H]1CCC2=O (stereo partly specified)	0%	3%	-10	-7%	16%	-8%	i	-10%	-5%
Cn1c(CNc2ccc(Cl)cc2)nnc1SCC#N	-5%	0%	18	6%	0%	i	i	-24%	-6%
O=C(Cn1cnc2c(cnn2-c2ccc(Cl)cc2)c1=O)NC1CCCCC1	5%	3%	-8	20%	8%	-19%	i	-25%	-1%
Cc1cccc(N2CCN(C(=O)CSc3nc4ccccc4nc3N3CC(C)OC(C)C3)CC2)c1C (stereo unspecified)	4%	-16%	39	3%	?	-10%	i	29%	1%
COc1ccc(-c2noc(-c3ccc(NCCc4ccccc4)c([N+](=O)[O-])c3)n2)cc1	.	-4%	.	16%	1%	-2%	.	-4%	.
CC(C)(C)OC(=O)NCCc1nnc(SCC(=O)c2ccc(Cl)cc2)o1	8%	17%	18	12%	-22%	-35%[inhibitor]	i	14%	4%
CSC1=NCCN1C(=O)c1c(F)cccc1Cl	1%	23%	21	12%	8%	-9%[57.5 µM]	i	-9%	6%
CNC(=O)C1Cc2c(-c3ccc4c(c3)OCO4)ccnc2O1 (stereo unspecified)	-1%	-22%	0	4%	-13%	-16%	i	-9%	10%
O=C(Nc1ccc(C(F)(F)F)cc1)C1(c2cccs2)CCOCC1	.	5%	.	22%	?	-11%	.	22%	.
CCOC(=O)C1CCN(CC(=O)Nc2ccc(OC)c(S(=O)(=O)N3CCCCC3)c2)CC1	-1%	0%	3	-6%	14%	-14%	i	.	0%
CCc1ccc(OCC(=O)Nc2ccc(S(=O)(=O)N3CCCC3)cc2)c(Br)c1	4%	23%	8	-16%	-2%	0%[57.5 µM]	i	2%	-17%
O=C(NNC(=O)c1n[nH]c(=O)c2ccccc12)c1ccc(Br)cc1	-4%	8%	-1	-6%	24%	-2%	i	-20%	9%
Cc1ccc(OCC(=O)c2cc(C)n(-c3ccccc3)c2C)c([N+](=O)[O-])n1	-5%	11%	9	?	?	-32%[inhibitor]	i	.	-6%
CCCn1c(=O)c2ccccc2n2c(SCc3nc4ccccc4s3)nnc12	16%	-22%	37	22%	43%[activator]	i	i	29%	1%
CCOC(=O)c1c(C2COc3ccccc3O2)csc1N (stereo unspecified)	-1%	-13%	1	?	?	i	i	35%	4%
O=C(Nc1nnc(S(=O)(=O)N2CCc3ccccc32)s1)c1ccccc1	.	3%	.	22%	?	-87%[inhibitor]	.	-10%	.
Cc1ccc(Nc2nc(/N=C/N(C)C)n[nH]2)cc1C	-19%	8%	-22	-7%	4%	i	i	16%	7%
CCOc1ccc(S(=O)(=O)N2CCCC(C(=O)NCc3cccnc3)C2)cc1C (stereo unspecified)	9%	-5%	-3	-4%	?	i	i	-10%	3%
CN(C)S(=O)(=O)c1ccc2c(c1)N(CC(=O)NCc1ccc(F)cc1)C(=O)CS2	.	-12%	.	15%	-7%	-17%	.	6%	.
O=C(CCNC(=O)c1ccco1)Nc1cccc(Br)c1	4%	-4%	16	-10%	-6%[0.307 µM]	i	i	11%	23%
CCOC(=O)N1CCC(=NNC(N)=O)CC1	-2%	2%	-9	-13%	5%	-60%[inhibitor]	i	6%	8%
O=C(COc1ccc(Br)cc1)NCCCN1CCCC1=O	-1%	-14%	-10	-9%	22%	-25%	i	-4%	-4%
COC(=O)C1(C(=O)OC)C[C@H](/C=C/c2ccccc2)N(Cc2ccccc2OC)[C@@H]1c1cccc(Br)c1	2%	-8%	1	?	12%	i	i	13%	.
Cc1cc2sc(NC(=O)c3ccco3)nc2cc1Cl	-6%	-3%	-6	-5%	9%	-35%[inhibitor]	i	-31%	6%
CCOc1ccc(C(=O)Nc2cc(-c3nc4ccccc4[nH]3)ccc2Cl)cc1[N+](=O)[O-]	-14%	-42%[inhibitor]	6	4µM*	?	?	i	.	-4%
COc1cc(CCC(=O)Nc2c(C(=O)N3CCN(c4ccccc4)CC3)oc3ccccc23)on1	1%	5%	-6	6%	-22%	i	i	32%	-4%
CC(C)C1CC(c2ccccc2)(C(CN)CO)CCO1 (stereo unspecified)	0%	12%	2	-10%	?	i	i	6%	3%
O=C(Nc1ccccc1)c1ccc(N2CCN(c3ccccn3)CC2)c(S(=O)(=O)N2CCOCC2)c1	1%	17%	-13	-1%	-18%	-17%[57.5 µM]	i	24%	5%
O=C(CSc1nnc(-c2ccccc2)o1)NC1CCCC1	3%	11%	24	8%	2%	-5%	i	-13%	2%
CCC(C)(C)n1nnnc1C(c1cccc(C#N)c1)N1CCN(c2cc(C)ccc2C)CC1 (stereo unspecified)	-1%	-5%	-60*	-15%	-3%	-17%[57.5 µM]	.	18%	-9%
Clc1ccccc1-c1nc(N/N=C/c2cccnc2)c2ccccc2n1	-2%	3%	12	10%	0%	i	i	20%	-1%
CC1(C)SC(=S)N(/N=C/c2ccccc2O)C1N(O)C(=O)Nc1ccccc1 (stereo unspecified)	1%	14%	-29	-13%	?	-7%	i	14%	14%

Profiles as entered above. Values in the order: aSyn yeast inh	Abeta rescue	DRD3 antagonist	TDP-43 yeast inh	GLP-1R inv ag	PTHR1 agonist	Akt phos inh	FUS suppressor	GLP-1R agonist
Record of `COC(=O)C1(C(=O)OC)C[C@H](/C=C/c2ccccc2)N(Cc2ccccc2OC)[C@@H]1c1cccc(Br)c1` : 2%	-8%	1	?	12%	i	i	13%	.
Record of `CCC(C)(C)n1nnnc1C(c1cccc(C#N)c1)N1CCN(c2cc(C)ccc2C)CC1` (stereo unspecified) : -1%	-5%	-60*	-15%	-3%	-17%[57.5 µM]	.	18%	-9%

Some of the compounds tested; rates above refer to the full screens.
